OX1R antag-1: blocks the human orexin 1 receptor; O43613; OX1R-expressing cells, FRET antagonist read-out; inhibition, % at 6.6 µM; hit rate 1.8% among 330,000; AID 485270; in the data active = inhibition mostly above about 38%, no sharp cut-off; inactive = mostly below about 40%;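 also: 0% = agonist challenge alone and 100% = reference antagonist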
Target sequence (O43613 whole entry, looked up): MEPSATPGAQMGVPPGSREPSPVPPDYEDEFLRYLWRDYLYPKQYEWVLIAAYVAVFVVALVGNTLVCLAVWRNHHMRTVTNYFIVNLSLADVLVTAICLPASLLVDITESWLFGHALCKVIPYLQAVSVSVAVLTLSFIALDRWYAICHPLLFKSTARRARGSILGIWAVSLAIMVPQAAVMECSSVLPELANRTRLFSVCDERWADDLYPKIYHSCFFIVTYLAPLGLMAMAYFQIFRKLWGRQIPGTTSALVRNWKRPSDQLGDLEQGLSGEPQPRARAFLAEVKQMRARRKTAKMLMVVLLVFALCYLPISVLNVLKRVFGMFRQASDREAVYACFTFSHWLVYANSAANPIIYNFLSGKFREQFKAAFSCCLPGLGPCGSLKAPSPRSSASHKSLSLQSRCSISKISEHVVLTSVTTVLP
OX1R antag-2: human HCRTR1 antagonism; inhibition, % at 5 µM; O43613; hit rate 0.43% among 330,000; AID 434989; CHO/OX1R cells, Fluo-8 calcium fluorescence, orexin A;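 active = inhibition above its plate's threshold, mean inhibition of all tested compounds on the plate plus 3 SD, cut at about 37% in these data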;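 also: 0% = orexin A challenge wells and 100% = SB-334867-A antagonist wells; not every result past the cut was called active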
* = called active by the depositor.

Value order: OX1R antag-1	OX1R antag-2
1: O=C(NCc1ccccn1)c1ccc(Cn2c(=S)[nH]c3ccccc3c2=O)cc1
  9	-27
2: CC(C)CCNC(=O)CN(Cc1ccccc1)C(=O)CCC(=O)Nc1nccs1
  14	-12
3: O=C(NCc1ccc(OC(F)(F)F)cc1)C1CC(c2ccccc2C(F)(F)F)=NO1 (centres undefined)
  24	-26
4: N#CCSCC(=O)Nc1ccccc1
  6	0
5: Cc1ccc(S(=O)(=O)N2CCC(C(=O)N/N=C/c3ccccc3[N+](=O)[O-])CC2)cc1
  10	-35
6: NS(=O)(=O)c1ccc(-n2nncc2C23CC4CC(CC(C4)C2)C3)cc1
  30	-7
7: CN1CC[C@]23c4ccccc4N[C@H]1[C@]21CCN(C)[C@H]3Nc2ccccc21
  5	8
8: Nc1cccc(C(=O)OCC(=O)Nc2cccc3c2C(=O)c2ccccc2C3=O)c1
  17	-8
9: CCCCn1c(N)c(N(CC(C)C)C(=O)c2ccc(-n3c(C)ccc3C)cc2)c(=O)[nH]c1=O
  4	3
10: N=c1oc2cc(O)ccc2cc1C(=O)Nc1nc2ccccc2s1
  37	2
11: C/C(CC(=O)Nc1cc(Cl)ccc1C)=N\NC(=O)C(=O)N1CCCC1
  -8	-17
12: COc1ccc(OCC(=O)N(Cc2sccc2C)C2CCS(=O)(=O)C2)cc1 (centres undefined)
  5	-12
13: CSc1ccc(CN(C)CC(=O)NCc2ccc(F)cc2)cc1
  3	-25
14: COC(=O)C1=C(C)N(C2CCCCC2)C(=O)/C1=C\c1cccs1
  15	-37
15: N#C/C(=C\c1cccnc1)c1ccccc1[N+](=O)[O-]
  25	-4
16: O=C(NC1CCCC1)C1CC1c1ccccc1 (centres undefined)
  10	-20
17: O=C1C(C=Nc2ccccc2)=C(O)c2ccccc21
  50	-28
18: Cc1ccccc1N1CC(c2nc3ccccc3[nH]2)CC1=O (centres undefined)
  15	-20
19: COc1ccc(OC)c(CNC(=O)C2CCCN(c3nc4ccccc4o3)C2)c1 (centres undefined)
  26	-30
20: O=C(CSc1cn(CCNC(=O)c2ccccc2)c2ccccc12)NCC1CCCO1 (centres undefined)
  37	-16
21: CC(C)[C@H](NC(=O)CCCn1nnc2ccccc2c1=O)C(=O)O
  15	-3
22: COc1ccc(N2CCN(C(=O)c3oc4ccccc4c3NC(=O)CCc3cc(OC)no3)CC2)cc1
  1	-16
23: Cc1[nH]c2ccccc2c1SCC(=O)NNC(=O)Nc1ccc(OC(F)(F)F)cc1
  9	-16
24: O=C(N1CCCCC1)C1(c2ccccc2)CCOCC1
  5	2
25: Cc1ccc(CCNC(=O)CCS(=O)(=O)c2ccc3nc(C)sc3c2)cc1
  2	-30
26: O=C(CC12CC3CC(CC(C3)C1)C2)NC(=S)Nc1ccc(CN2CCOCC2)cc1
  7	-2
27: CCn1nc(C)cc1C(=O)N1CCCC(C(=O)c2ccc(OC)cc2C)C1 (centres undefined)
  8	4
28: Cc1sc2ncnc(N3CCN(S(=O)(=O)c4ccccc4)CC3)c2c1C
  12	-3
29: CC(C)C(=O)Nc1nc(-c2ccc3c(c2)CCN3C(=O)C2CC2)cs1
  17	-25
30: O=C(O)C1(P(=O)(c2ccc(Cl)cc2)c2ccc(Cl)cc2)CC1
  -3	4
31: CCCn1c2ccccc2c2cnn(CC(=O)NCCN(CC)CC)c(=O)c21
  11	-40
32: O=C1Nc2ccccc2C(O)(C(=O)NCc2ccc3c(c2)OCO3)N1c1ccc(Cl)c(Cl)c1 (centres undefined)
  1	-11
33: Cc1cc2[nH]c(=O)c(=O)[nH]c2cc1S(=O)(=O)Nc1cccc(F)c1
  1	-10
34: CC(=O)Nc1ccc(C(=O)CSc2nnnn2C)cc1
  12	9
35: O=C(N/N=C/c1cn(-c2ccccc2)nc1-c1cccs1)c1ccncc1
  50	-11
36: COc1cccc(NC(=O)CN(C)CC(=O)Nc2ccc3c(c2)OCO3)c1
  4	0
37: O=C(CSc1nnc(Nc2ccccc2F)s1)NC(=O)CN1CCCC1=O
  -6	-15
38: O=C(O)CCCCCNC(=O)c1ccc(Br)cc1
  11	0
39: C[C@@H](C(=O)NCCc1ccc(F)cc1)N1C(=O)N2CCc3c([nH]c4ccccc34)[C@@]2(C)C1=O
  16	-14
40: C=C(C)COc1ccc(-c2nc(N)ncc2-c2ccc(Cl)cc2)c(O)c1
  7	-33
41: O=C(CSc1nnc(Cn2nnc3ccccc32)o1)N(Cc1ccc(Cl)cc1)c1ccccc1
  75*	53*
42: O=C1N/C(=C/c2cccn2-c2ccc(F)cc2)C(=O)N1Cc1ccccc1
  7	-18
43: Cc1c(OCC(=O)NCC2CCC(C(=O)O)CC2)ccc2c3c(c(=O)oc12)CCC3 (centres undefined)
  19	1
44: O=C(Nc1ccc(S(=O)(=O)N2CCCCC2)cc1)C1CCN(C(=O)c2ccc(F)cc2)CC1
  20	-27
45: O=c1c(Cc2ccc(F)cc2)c(O)ccn1CCc1cnc[nH]1
  18	-8
46: O=C(NCC1CCCO1)c1ccc2c3n(nc2c1)-c1ccccc1CO3 (centres undefined)
  36	-4
47: CCc1ccc2nc(NC(=O)CSCc3c(C)noc3C)sc2c1
  35	-6
48: COc1cc(C(=O)NNC(=O)c2cccc(Cl)c2)ccc1OCC(=O)N1CCOCC1
  2	11
49: O=C1C(C=NCc2ccncc2)=C(O)c2ccccc21
  26	-20
50: CCOC(=O)c1csc(NC(=O)c2cc(=O)c3ccccc3o2)n1
  17	-13
51: CCOC(=O)c1[nH]c(C=O)c(C(=O)OCC)c1C
  -3	-22
52: Cc1ccc(/C=C/C(=O)c2ccc(N3CCOCC3)cc2)s1
  23	-8
53: Cc1ccc(NC2=C(N3CCCCC3)C(=O)c3ccccc3C2=O)cc1
  13	-25
54: O=C1c2ccccc2N[C@@H]2C=CC[C@@H]2N1O
  14	1
55: CCOc1ccccc1C(=O)N1CCN(c2ccc(C(F)(F)F)cn2)CC1
  18	-28
56: COc1ccc(NC(=O)N2CCCC2C(=O)NCc2ccc(C)cc2)cc1 (centres undefined)
  8	-18
57: COc1ccc(C2N(S(=O)(=O)c3ccccc3)CCN2S(=O)(=O)c2ccc(C)cc2)cc1 (centres undefined)
  17	-18
58: N/C(=N\OC(=O)CC(c1ccccc1)c1ccccc1)c1cccnc1
  19	-30
59: COc1cc(/C(C#N)=C/c2ccccc2)c([N+](=O)[O-])cc1OC
  63	-12
60: Cc1cc(=O)oc2cc(OCC(=O)NCc3ccco3)ccc12
  14	-16

Additional structures follow:
Value order: OX1R antag-1	OX1R antag-2
61: Cc1ccc(-c2nnn(CC(=O)NC3CCN(Cc4ccccc4)CC3)n2)cc1
  4	-15
62: CC(C)c1nnc(NC(=O)C2CCN(C(=O)Nc3ccccc3)CC2)s1
  16	-38
63: CC(=O)Nc1c(O)nc(SCc2ccccc2C#N)[nH]c1=O
  10	-12
64: O=c1c2ccccc2nc2n1C(CSCc1ccc(Cl)cc1Cl)CS2 (centres undefined)
  43	12
65: CCOC(=O)C1=C(O)/C(=C/c2ccc(OCC(=O)O)c(OC)c2)SC1=Nc1ccc(OC)cc1
  18	-11
66: COc1ccc(C(C(=O)NC2CCCC2)N(C(=O)c2ccoc2C)c2ccc(C)c(C)c2)cc1 (centres undefined)
  15	-24
67: C/C(Cc1ccccc1)=N\NC(=O)CNC(=O)Cc1ccccc1
  5	-7
68: Nc1n[nH]c(N)c1N=Nc1ccc(F)cc1
  21	-7
69: CC12CCC(C(=O)Nc3ccc(Br)cn3)(OC1=O)C2(C)C (centres undefined)
  9	-31
70: O=C(Nc1ccc(Oc2nnc(-c3ccccc3)c3ccccc23)cc1)c1ccccc1
  14	-20
71: COc1ccc(C(=O)COC(=O)c2cc(S(=O)(=O)N3CCCCC3)ccc2N2CCOCC2)c(OC)c1
  20	-19
72: Fc1ccccc1-c1[nH]ncc1-c1nnnn1-c1ccccc1
  9	-5
73: O=C1c2ccccc2CN1Cc1ccccc1
  16	-12
74: O=C(Nc1nc2ccccc2c2nc3ccccc3n12)c1ccc(F)cc1
  12	-16
75: CCCC(=O)N1CCN(c2ccc(NC(=O)c3cc4ccccc4o3)cc2)CC1
  32	-33
76: C=CCn1c(P(=O)(O)c2ccccc2)nc2ccccc21
  10	-7
77: O=C(OCc1nnc(-c2ccccc2)o1)c1ccc(S(=O)(=O)NCc2ccco2)cc1
  22	-10
78: COc1ccccc1N1CCN(C2CCCN(C(=O)CCc3cnn(C)c3)C2)CC1 (centres undefined)
  31	-11
79: Cc1ccc(S(=O)(=O)N2CCCC(C(=O)NC3CCCC3)C2)cc1 (centres undefined)
  21	-12
80: NC(=O)COC(=O)c1c2c(nc3ccccc13)CCCCC2
  24	-1

7 compounds from above, sorted by their value in OX1R antag-2, descending.
# | Molecule | OX1R antag-1 | OX1R antag-2
80 | NC(=O)COC(=O)c1c2c(nc3ccccc13)CCCCC2 | 24 | -1
72 | Fc1ccccc1-c1[nH]ncc1-c1nnnn1-c1ccccc1 | 9 | -5
67 | C/C(Cc1ccccc1)=N\NC(=O)CNC(=O)Cc1ccccc1 | 5 | -7
65 | CCOC(=O)C1=C(O)/C(=C/c2ccc(OCC(=O)O)c(OC)c2)SC1=Nc1ccc(OC)cc1 | 18 | -11
63 | CC(=O)Nc1c(O)nc(SCc2ccccc2C#N)[nH]c1=O | 10 | -12
66 | COc1ccc(C(C(=O)NC2CCCC2)N(C(=O)c2ccoc2C)c2ccc(C)c(C)c2)cc1 (centres undefined) | 15 | -24
62 | CC(C)c1nnc(NC(=O)C2CCN(C(=O)Nc3ccccc3)CC2)s1 | 16 | -38

Further entries:
Value order: OX1R antag-1	OX1R antag-2
81: O=S(=O)(c1cccs1)n1nnc2ccccc21
  3	-13
82: C/C(=N/NS(=O)(=O)c1cc(C)ccc1C)c1ccncc1
  5	-9
83: CCn1c(C)c(C)c2cc(C(=O)NCCCN3CCCC3)ccc21
  10	-3
84: O=c1[nH]nc(Cc2ccc([N+](=O)[O-])cc2)c2ccccc12
  6	-18
85: O=C(NCc1ccc2c(c1)OCO2)c1ccc(CSCc2ccccc2Cl)o1
  8	-10
86: Cn1c(N/N=C2\CCCc3ccccc32)nc2c1c(=O)n(Cc1ccccc1)c(=O)n2C
  15	-9
87: COC(=O)[C@@H](NC(=O)Nc1ccc2c(c1)OCCO2)C(C)C
  11	-7
88: COc1ccccc1N1CCN(/N=C\c2sccc2C)CC1
  14	-9
89: CC(=O)Oc1ccccc1N(C(C)=O)S(=O)(=O)c1ccc2ccccc2c1
  22	-2
90: O=C(NCCc1ccccc1)c1ccc(CS(=O)(=O)Cc2ccccc2F)o1
  8	-15
91: Cc1ccc(C(c2sc3nc(C)nn3c2O)N2CCN(c3ccc(F)cc3)CC2)cc1 (centres undefined)
  13	-34
92: O=S(=O)(NCc1cc(-c2ccc(Cl)cc2)no1)c1ccccc1
  18	4
93: COc1ccc(CN(CCC(C)C)S(=O)(=O)c2ccccc2Br)cc1
  18	41
94: O=C(NCc1ccccc1)c1nnc(CS(=O)(=O)c2ccccc2)o1
  5	-7
95: COC(=O)[C@@H](Cc1ccccc1)NC(=O)NCCc1c[nH]c2ccccc12
  15	10
96: CSCC[C@H](NS(=O)(=O)c1ccc(C(C)=O)cc1)c1nnc2ccccn12
  7	-6
97: Cc1nc(NCc2ccccc2)[nH]c(=O)c1CCC(C)C
  4	-5
98: CC1=C(C(=O)Nc2cc(C(=O)N3CCN(c4cccc(C)c4C)CC3)ccc2C)SCCO1
  11	5
99: Cc1cc(=O)oc2cc(NC(=O)C(C)Oc3ccc(F)cc3)ccc12 (centres undefined)
  25	-5
100: COc1ccc2c(c1)c1ncn(Cc3ccc(F)cc3)c(=O)c1n2C
  -1	-24
101: O=c1cc(CSc2nnc(C3CC3)n2Cc2ccccc2)nc2sccn12
  12	5
102: O=C(Nn1c(-c2ccccc2)nc2ccccc2c1=O)c1ccc([N+](=O)[O-])cc1
  11	-10
103: Cc1cccc(C)c1NC(=O)CNC(=O)C1COc2ccccc2O1 (centres undefined)
  7	-15
104: COc1ccc(/C(C)=C2/SC(=S)N(CCC(=O)O)C2=O)cc1
  21	-6
105: CCc1ccc(-c2nc(SCC(=O)N(CCOC)c3c(N)n(Cc4ccccc4)c(=O)[nH]c3=O)n[nH]2)cc1
  23	-9
106: CC(=O)C1=C(O)C(=O)N(c2ccccn2)C1c1cccc(F)c1 (centres undefined)
  -2	-17
107: CCOc1ccccc1C(=O)Nc1nn[nH]n1
  19	-8
108: Cc1ccc(CN2CC(C(=O)NC3CCCC(C)C3C)CC2=O)cc1 (centres undefined)
  5	-10
109: CCC1CCC(C(=O)NNC(=O)c2cc(-c3ccco3)[nH]n2)CC1 (centres undefined)
  2	-4
110: O=C(CSc1nnnn1C1CCCCC1)N1CCc2ccccc21
  9	-22
111: COC(=O)C(C)(C(=O)OC)c1ccccc1[N+](=O)[O-]
  17	6
112: COc1cc(CN2CCCCC2C(=O)Nc2ccc(Oc3ccccc3)nc2)ccc1O (centres undefined)
  17	-11
113: O=C(NCC(c1cccnc1)N1CCN(c2ccc(F)cc2)CC1)c1cccc(Cl)c1 (centres undefined)
  30	-27
114: O=C1/C(=C/c2cccs2)CCC/C1=C\c1cccs1
  30	-16
115: C/C(=N/NC(=O)CNC(=O)c1cccnc1)c1ccco1
  16	-7
116: CC1CN(c2ccccc2)NC1=O (centres undefined)
  10	-5
117: CCOc1ccc(OCc2cccc(C(=O)O)c2)cc1
  3	-16
118: O=C(/C=C/c1ccc2c(c1)OCO2)Nc1ccc(Cl)cn1
  56	-16
119: Cc1ccc(-c2csc(Nc3ccc(C(=O)O)cc3)[n+]2Cc2ccccc2)cc1
  6	-6
120: O=C(NCC(=O)N1CCCCC1)c1ccc(Cl)cc1Cl
  13	-16
121: COC(=O)C1C(=O)NCC1c1ccc(OC)cc1 (centres undefined)
  13	-31
122: Cc1ccc(NS(=O)(=O)c2c(F)cc(F)c(Cl)c2F)cc1S(=O)(=O)N1CCOCC1
  11	-16
123: CC(C)(C)C(=O)COC(=O)c1cc(S(=O)(=O)N2CCCCC2)ccc1N1CCOCC1
  11	-6
124: CCNC(=S)N/N=C(\C)c1ccc2ccccc2c1
  16	-31
125: CC(=O)c1ccc2c(c1)OCCOCCOCCOCCO2
  5	-20
126: c1cnc2ccc(C(c3nnnn3C3CCCC3)N3CCN4CCCC4C3)cc2c1 (centres undefined)
  33	-37
